TGFb inhibitor = inhibitors of TGF-b signaling. HepG2 CAGA-GFP TGF-b/SMAD3 reporter, GFP fluorescence, 18 h; TGF-beta stimulated, 500 pg/mL final. Potency, µM (top dose mostly 46.1 µM), without a hit: top-dose activity, negative = inhibition, usual class: inhibitors. hit rate 1.2% among 410,000; note: potency is the fitted concentration of half-maximal effect; % is set by controls: 0 for no effect and ±100 for the full control effect; nearly all actives have a fitted effect of over 65% in size
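Inhibition was scored as loss of TGF-beta-induced (500 pg/mL final, 18 hours, 37 degrees C) GFP in HEPG2 cells carrying a CAGA-GFP reporter, in DMEM with 1% FBS. Well GFP was summed per cell; Activity was normalised to unstimulated and stimulated DMSO wells, then concentration-response fitting.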
Nrf2 activator = Nrf2 pathway activation; AREc32 ARE-luciferase reporter (MCF7-derived line), luminescence, 24 h; Potency, µM (doses to about 46.1 µM), without a hit: top-dose activation, most hits filed as activators; hit rate 0.31% among 410,000; AID 624171; note: potency is the fitted concentration of half-maximal effect; % of control where 0% means no effect; nearly all actives have a fitted effect of over 65% in size
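Quantitative high-throughput format: AREc32 reporter cells, 1000 per well, received compound by pin transfer and were incubated 24 hr at 37 deg C, 5% CO2, before Steady-Glo luminescence detection.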
ATXN2 expr inh = inhibitors of ATXN2 expression. HEK-293 ATXN2-luciferase reporter, luminescence, 24 h. Potency, µM (doses to about 57 µM), for inactives: at the top dose activity change, negative = inhibition, actives largely listed as inhibitors. hit rate 0.72% among 360,000; note: potency is the fitted concentration of half-maximal effect; % is set by controls: 0 for no effect and ±100 for the full control effect; nearly all actives have a fitted effect of over 55% in size
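ATXN2-luciferase reporter cells (luciferase flanked by upstream and downstream ATXN2 gene portions) were treated 24 h at 37 °C with compounds at up to 57 uM. SteadyGlo luminescence gave expression; GF-AFC fluorescence gave viability.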
Nrf2 inh = inhibitors of Nrf2 signaling; hit rate 2.1% among 360,000; AID 504444; A549 ARE-Fluc reporter, luciferase luminescence, 18-24 h; Potency, µM (series often up to 46 µM), for inactives: at the highest dose activity change, negative = inhibition, hits mostly inhibitors; note: potency is the fitted concentration of half-maximal effect; % is set by controls: 0 for no effect and ±100 for the full control effect; nearly all actives have a fitted effect of over 60% in size
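A549 ARE_Fluc cells, 5000/well, 5% FBS OPTI-MEM; compounds in dose-response, 18-24 h at 37 °C/5% CO2; CellTiter-Fluor viability read (Ex 405/Em 525), then BugLite luciferase luminescence = Nrf2 activity.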
HepG2 tox = counter-screen for TGF-b inhibitors: cytotoxicity in HepG2 cells. HepG2 CAGA-GFP viability, ATP luminescence, 18 h. Potency, µM (highest dose often 46.1 µM), inactives show at the highest dose activity change, negative = cytotoxicity, usual class: cytotoxic. hit rate 0.76% among 410,000. AID 588856; note: potency is the fitted concentration of half-maximal effect; some results filed as inactive show a strong effect at the top dose
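CellTiter-Glo luminescence gave cytotoxicity after 18 hours at 37 degrees C. The cells were HepG2 CAGA-GFP in 1% FBS DMEM, stimulated with 500 pg/mL TGF-beta after compound addition. %Activity was normalised to no-cell wells (complete cell-killing) and DMSO (no toxicity), and curves were fitted and classified.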
MCF10A rerep = DNA re-replication induction in MCF 10a cells. hit rate 2.9% among 350,000. MCF 10A DNA re-replication, Hoechst nuclear intensity, 48 h. Potency, µM (series often up to 46.1 µM), inactives show at the highest dose activity, positive = re-replication, usual class: activators; note: potency is the fitted concentration of half-maximal effect; % of control where 0% means no effect; nearly all actives have a fitted effect of over 50% in size
A549 viability = kills or reduces viability of A549 cells in Nrf2 counter-screen; A549 ARE-Fluc cells, CellTiter-Fluor viability, 18-24 h; Potency, µM (top dose mostly 46 µM), for the others: at the top dose activity change, negative = cytotoxicity, usual class: inhibitors; hit rate 0.16% among 390,000; AID 504648; note: potency is the fitted concentration of half-maximal effect; % is set by controls: 0 for no effect and ±100 for the full control effect
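Cytotoxicity counterscreen: CellTiter-Fluor fluorescence was measured in A549 ARE_Fluc cells after 18-24 h of compound exposure in a concentration series. The subsequent BugLite luminescent read reports ARE-luciferase activity.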
ATXN viability = viability counter-screen for ATXN expression inhibitors. hit rate 0.49% among 400,000. Potency, µM (series often up to 56.7 µM), usual class: cytotoxic. S2 cells (HEK-293 line with an ATXN2-luciferase reporter) viability, CellTiter-Fluor protease fluorescence, 24 h; note: potency is the fitted concentration of half-maximal effect; nearly all actives have a fitted effect of over 40% in size
IL-1B inflam inh = blocks inflammasome-driven IL-1 beta release; THP-1 LPS/ATP IL-1B secretion, AlphaLISA, 16 h; hits give low values; AID 743279; activity change, % at 57.5 µM; hit rate 4.7% among 360,000; in the data active = activity change below about -50%; inconclusive = mostly about -30% to -49%; note: % is set by controls: 0 for no effect and ±100 for the full control effect
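Secreted IL-1B measured by AlphaLISA bead assay after 16 h compound exposure of THP-1 cells; compounds (final up to 57.5 uM) added 1 h before LPS (250 ng/mL) and ATP (1.25 mM) stimulation; lower signal means less secretion.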
* marks the source's active call; other numbers are inactive results; i = inactive; ? = inconclusive; . = not tested or not shown; [ ] = another dose, or the depositor's remark. Unless noted, calls come from the whole dose curve; as a rule, active = well fitted curve in the direction sought with a large enough effect; inconclusive = small, poorly fitted or top-dose-only effect, or another doubt; inactive = no such curve, though single readings can be large; an effect the other way counts as inactive or inconclusive.

canonical_smiles,ATXN viability,HepG2 tox,MCF10A rerep,Nrf2 inh,A549 viability,TGFb inhibitor,Nrf2 activator,IL-1B inflam inh,ATXN2 expr inh
Cc1nn(-c2ccccc2)cc1C(c1c(N)[nH]c(=S)[nH]c1=O)c1c(N)[nH]c(=S)[nH]c1=O,i,-2.8%,4.6%,1.4%,11.9%,24.5%,0.1%,4.1,-30.3%
Nc1cc2c(cc1[N+](=O)[O-])OCO2,i,-3.2%,1.4%,-4.3%,-10.7%,7.2%,0.1%,2.2,7.8%
Cc1cc(OCC(=O)Nc2cc(-c3nn4c(C)nnc4s3)ccc2C)ccc1Cl,i,7.6%,0.0%,9.6%,7.3%,-3.4%,-0.7%,3.5,-13.1%
CCOc1ccc(NC2=NCC(=O)N2CCc2ccccc2)cc1,i,-15.8%,7.9%,1.3%,0.6%,-0.6%,-0.2%,8.9,23.6%
COc1ccc(-c2noc(-c3ccccc3NC(=O)c3cc(OC)c(OC)c(OC)c3)n2)cc1,.,1.8%,.,27.3%,-0.6%,5.0%,8.8%,.,.
CN(C(=O)COC(=O)c1cnc(Cl)c(Cl)c1)C1CCCCC1,i,-2.8%,1.5%,6.3%,2.7%,18.3%,?,-96.2*,-15.0%
CCCC(c1nnnn1Cc1ccco1)N1CCN(c2ccccc2)CC1 (stereo unspecified),i,11.0%,-6.2%,1.4%,-0.1%,5.1%,2.5%,-8.7,-3.1%
COc1ccc(NC(=O)c2c(NC(=O)COc3ccccc3)sc3c2CCCCC3)cc1,i,4.1%,.,-5.3%,5.1%,3.5%,0.4%,.,3.0%
CCOc1ccc(C2c3[nH]c4ccccc4c3C[C@H]3C(=O)N(C4CC4)CC(=O)N23)cc1OC (stereo partly specified),?,5.1%,0.4%,-13.3%,-7.5%,-12.8%,0.2%,?,5.5%
CCN(C(=O)COC(=O)c1ccccc1NCCO)C1CCS(=O)(=O)C1 (stereo unspecified),i,2.3%,0.9%,7.6%,6.3%,6.9%,-0.8%,-0.5,0.2%
O=C(OCC(=O)c1ccc(Cl)cc1Cl)c1ccccn1,i,-22.8%,0.7%,1.8%,1.6%,-13.7%,2.5%,2.3,.
O=C(CCN1C(=O)c2ccccc2S1(=O)=O)N1CCN(c2ccc(F)cc2)CC1,i,-4.4%,-8.0%,?,-4.3%,0.2%,0.5%,18.3,-10.7%
CC(=O)c1cccc(NC(=O)Cc2noc3ccccc23)c1,i,-7.0%,.,9.0%,-11.7%,16.1%,3.2%,.,6.9%
O=C(C1CCN(S(=O)(=O)c2ccc(Cl)cc2)CC1)N1CCC1,i,24.7%,-1.0%,-14.6%,1.1%,1.1%,-0.1%,-0.6,7.2%
COc1ccc(C(=O)OCc2cc(=O)n3c(C)csc3n2)cc1F,i,-54.0%,-8.2%,27.0%,-3.9%,?,-0.1%,25.0,54.7%[activator]
C=C(C)CNC(=S)N/N=C\c1ccc2c(c1)OCO2,?,-50.1%,15.1%,13.0%,13.0%,?,3.2%,0.0,?
COc1ccc(N(CC(=O)Nc2c(C)n(C)n(-c3ccccc3)c2=O)S(=O)(=O)c2ccc(C)cc2)cc1OC,i,6.4%,?,-8.1%,2.5%,9.9%,-0.4%,-17.1,-9.0%
COc1ccc(C2=NO[C@@H]3[C@@H]4C[C@@H]([C@H]5C(=O)N(C)C(=O)[C@@H]45)[C@H]23)cc1,i,20.4%,9.9%,-12.4%,0.2%,0.0%,-0.2%,12.9,-3.8%
Cc1ccc(S(=O)(=O)N2CCCCC2)cc1NS(=O)(=O)c1cccc(C(=O)O)c1,i,-1.2%,7.2%,-3.8%,4.9%,?,-0.5%,105.6,-7.1%
Cc1ccc(S(=O)(=O)c2c(N)n(NC(=O)C3CC3)c3nc4ccccc4nc23)cc1,i,1.6%,0.4%,?,-6.5%,0.0%,0.2%,-12.7,-0.3%
Cc1ccc(CNC(=O)C(C)OC(=O)c2ccco2)cc1 (stereo unspecified),i,4.5%,5.0%,-11.2%,-0.5%,-14.2%,-0.5%,-0.4,-0.1%
COc1ccc2oc(C(=O)OC(C)C(=O)N(C)c3ccccc3)c(C)c2c1 (stereo unspecified),i,15.5%,11.4%,?,-10.6%,?,3.3%,?,-7.4%
CCOC(=O)N1CCC(NC(=O)CSCc2nc(-c3ccccc3Cl)oc2C)CC1,i,-18.3%,6.9%,-6.4%,-0.3%,?,0.5%,?,-8.7%
Cc1ccc(-n2ncc3c(NC4CCCCCC4)ncnc32)cc1Cl,i,-29.7%,.,.,-2.9%,-29.6%,0.5%,.,68.0%[activator]

Random excerpt: 2 entries already listed.
canonical_smiles,ATXN viability,HepG2 tox,MCF10A rerep,Nrf2 inh,A549 viability,TGFb inhibitor,Nrf2 activator,IL-1B inflam inh,ATXN2 expr inh
CCN(C(=O)COC(=O)c1ccccc1NCCO)C1CCS(=O)(=O)C1 (stereo unspecified),i,2.3%,0.9%,7.6%,6.3%,6.9%,-0.8%,-0.5,0.2%
O=C(C1CCN(S(=O)(=O)c2ccc(Cl)cc2)CC1)N1CCC1,i,24.7%,-1.0%,-14.6%,1.1%,1.1%,-0.1%,-0.6,7.2%

Remaining list, next part.
canonical_smiles,ATXN viability,HepG2 tox,MCF10A rerep,Nrf2 inh,A549 viability,TGFb inhibitor,Nrf2 activator,IL-1B inflam inh,ATXN2 expr inh
O=C(NN(C(=O)c1ccccc1)c1cccs1)c1ccccc1,?,12.3%,-16.0%,-1.7%,-1.8%,12.5%,-0.6%,-6.8,-0.7%
COC(=O)C(CCSC)NC(=O)c1cn(-c2ccc(OC)cc2)c(=O)c2ccccc12 (stereo unspecified),i,-8.0%,-0.8%,0.1%,0.2%,-8.6%,0.1%,-7.9,-5.4%
Oc1c(/C=N/c2ccccn2)sc2ccccc12,i,-22.7%,18.9%,11.9%,14.4%,?,?,-12.8,.
CCOc1ccc(C(=O)NCC(=O)NNC(=O)C2COc3ccccc3O2)cc1OCC (stereo unspecified),i,-4.5%,-4.7%,-12.3%,3.4%,-14.5%,1.8%,-3.1,-8.9%
COc1ccc(-c2noc(CCCC(=O)NCc3ccco3)n2)cc1OC,i,-3.8%,-9.5%,4.0%,-2.9%,0.0%,9.7%,4.7,1.9%
CCOC(=O)C(Cc1ccccc1)NC(=O)Cn1nnc(-c2ccc(C)cc2)n1 (stereo unspecified),?,-36.7%,.,-3.4%,-3.5%,-1.3%,-0.9%,.,2.8%
CCOC(=O)Cn1c(=N)n(Cc2ccccc2)c2ccccc21,i,-3.2%,6.6%,.,-3.6%,16.7%,-0.3%,-7.6,4.2%
Cc1cc(NC(=O)COc2coc(CN3CCN(c4ccccc4)CC3)cc2=O)no1,i,7.0%,0.1%,6.1%,8.1%,12.7%,2.0%,7.5,5.7%
Cc1noc(C)c1NC(=O)Nc1cccc2c1O[C@H](CN(C)S(=O)(=O)c1cccs1)[C@@H](C)CN([C@H](C)CO)C2=O,i,-1.7%,3.3%,-6.8%,-12.7%,0.2%,-0.5%,-8.5,10.7%
Cc1nc(Cc2nnc(SCC(=O)N3CCN(c4ccc(O)cc4)CC3)o2)cs1,i,0.3%,8.0%,11.9%,6.2%,7.1%,0.4%,33.2,-16.5%
O=C(CN1CCCC1)Nc1ccccc1Sc1ccccc1,i,-4.9%,10.5%,2.5%,0.2%,7.1%,-0.3%,9.3,-9.2%
COc1ccc(-c2ccccc2)cc1NC(=O)c1ccncc1,i,-18.3%,1.9%,-27.6%,1.0%,5.8%,3.2%,-22.6,-2.7%
COc1ccccc1OCCCCN1CCC(C)CC1,i,0.7%,-0.7%,-2.6%,3.1%,5.2%,-0.3%,7.3,-15.2%
CC(=O)c1sccc1NC(=O)c1ccccc1C(=O)O,i,-21.0%,1.9%,-12.6%,2.3%,-10.1%,2.4%,-0.6,2.8%
COc1ccccc1OC(C)C(=O)Nc1ccc2c(c1)n(C)c(=O)n2C (stereo unspecified),i,-9.7%,1.1%,?,-3.4%,6.2%,4.8%,0.0,5.7%
O=C(Nc1ccc(N2CCOCC2)cc1N1CCOCC1)c1ccc([N+](=O)[O-])cc1,i,0.7%,4.7%,-8.6%,2.4%,12.5%,-0.5%,9.5,1.1%
O=C1CCCN1CCCNc1ncnc2c1cnn2-c1ccc(Cl)cc1,i,-8.1%,0.7%,?,-3.3%,-25.2%,3.3%,21.0,13.0%
COc1ccc(OC)c(NC(=O)NC2CCCCCCC2)c1,i,-20.1%,23.4%,-0.5%,-2.5%,1.5%,-0.1%,?,9.7%
COc1ccc(C(=O)c2ccc(N3CCOCC3)c([N+](=O)[O-])c2)cc1,?,-12.9%,3.0%,?,-4.7%,-7.6%,3.6%,.,-31.6%
COc1ccccc1NC(=O)CN1CCN(c2ccccc2OC)CC1,i,12.9%,0.5%,3.7%,?,-0.4%,-0.2%,3.7,.
CC(=O)C1=C(C)NC(=O)NC1c1cccs1 (stereo unspecified),i,-1.6%,4.8%,?,18.1%,?,-0.2%,-8.2,-5.3%
CC1(C)NC(=O)N(CC(=O)OCC(=O)c2ccc(Br)s2)C1=O,i,11.0%,-31.9%[inhibitor],7.5%,-1.1%,-1.8%,-0.4%,15.2,-5.2%
CCSc1nnc2c(n1)[nH]c1c(C)cccc12,i,-29.9%,-2.0%,0.1%,-17.3%,?,15.3%,-29.8,39.0%[activator]

Screening results: PubChem BioAssay, National Center for Advancing Translational Sciences (NCATS)
